From PubChem
TRPV1 ag = agonists of human vanilloid receptor 1 (TRPV1) | AID 540275 | activation, % at 8.33 µM | Q8NER1 | actives 0.19% (n = 320,000) | TRPV1-expressing cells, Fluo-8 calcium influx, agonist mode; in the data active = activation above about 80%; inconclusive = between about 30% and that limit; also: 0% is about no effect
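Cells expressing TRPV1 were dye-loaded with Fluo-8 and read kinetically: 10 s baseline, 3 min after compound (agonist portion), then 2 min after EC20 capsaicin (allosteric enhancer portion). Calcium-bound dye fluorescence at 480/520 nm.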
GALK inhibitor = inhibitors of human galactokinase | P51570 | Purified GALK, Kinase-Glo residual ATP luminescence | Potency, µM (top dose mostly 57.5 µM), inactives show at the top dose activity change, negative = inhibition, hits mostly inhibitors | actives 0.007% (n = 270,000); also: potency is read from the fitted curve at half-maximal effect; % is scaled to controls: 0 for no effect and ±100 for the full control effect
Target sequence (P51570 whole entry, looked up): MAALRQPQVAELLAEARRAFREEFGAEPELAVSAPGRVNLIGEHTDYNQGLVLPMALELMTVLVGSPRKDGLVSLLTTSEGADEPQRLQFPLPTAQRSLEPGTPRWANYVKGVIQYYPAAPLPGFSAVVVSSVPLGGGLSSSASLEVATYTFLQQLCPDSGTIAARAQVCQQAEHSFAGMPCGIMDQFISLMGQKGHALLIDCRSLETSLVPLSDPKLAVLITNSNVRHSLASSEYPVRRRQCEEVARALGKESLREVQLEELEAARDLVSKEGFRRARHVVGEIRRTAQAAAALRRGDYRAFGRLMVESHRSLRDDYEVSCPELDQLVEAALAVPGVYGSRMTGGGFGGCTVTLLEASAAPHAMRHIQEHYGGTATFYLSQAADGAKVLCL
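5 nM enzyme, 35 uM ATP, 100 uM galactose, 20 mM HEPES pH8.0, 5 mM MgCl2; 1 h RT; residual ATP by Kinase-Glo Plus luminescence, qHTS format.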
MBNL1-CUG inh = MBNL1-poly(CUG) RNA binding inhibition; AID 2675; Q9NR56; Potency, µM (titrated, usually from 57.5 µM), inactives show at the top dose activity change, negative = inhibition, actives largely listed as inhibitors; actives 0.036% (n = 280,000); TR-FRET MBNL1-His/biotin-(CUG)12 binding, 665/545 ratio; active = well fitted inhibition curve with a large enough effect in the signal ratio, with a control signal flat, not every such curve was filed as active; inconclusive = small, poorly fitted or top-dose-only effect, or effect the other way, or a change in a side signal; inactive = no such curve, though single readings can be large or run the other way; the % refers to the signal ratio; also: potency is read from the fitted curve at half-maximal effect; % is scaled to controls: 0 for no effect and ±100 for the full control effect
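Ratiometric TR-FRET (665 over 545 nm, excitation 340 nm) tracks disruption of MBNL1-His/biotin-(CUG)12 complex after 60 min at room temperature, with compounds at 92 nM to 58 uM final.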
hERG WT inh = inhibitors of human wildtype KCNH2 potassium channel | U2OS, BacMam KCNH2, thallium flux FluxOr; stronger effect = lower value | activity change, % at 1.84 µM | Q12809 | actives 0.37% (n = 340,000) | AID 720551;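 active = maximum activity change below -70%; inconclusive = maximum activity change between -70% and -50%; inactive = maximum activity change above -50%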; also: % is scaled to controls: 0 for no effect and ±100 for the full control effect
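U2OS cells transduced with wild-type KCNH2 virus are loaded with FluxOr dye for 45 min, and thallium flux is measured in kinetic reads before and after stimulation buffer. Rate constants are normalized to DMSO controls.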
a7 integrin act = integrin-mediated muscular dystrophy alleviation activation; alpha7betagal myoblasts, beta-gal FDG fluorescence, 48 h; Potency, µM (highest dose often 38.3 µM), inactives show top-dose activation, actives largely listed as activators; actives 0.064% (n = 350,000); AID 624291;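 also: potency is read from the fitted curve at half-maximal effect; 100% = response of the positive control SU9516; nearly all actives have a fitted effect of over 60% in size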
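alpha7betagal+/- myoblasts (passage 13, 250/well) treated 48 h at 37C with compounds at 1:260 dilution of DMSO stock. Lysed, then beta-galactosidase activity read as FDG fluorescence (ex 480/em 540) after 30 min, with pre-read for autofluorescence.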
A-T KAP1 phos = candidate therapy for ataxia-telangiectasia; […] A-T fibroblasts, KAP-1 phosphorylation AlphaLISA; neocarzinostatin DNA damage 30 min before lysis; Potency, µM (series often up to 57.5 µM), for the others: at the top dose activation, most hits filed as activators; actives 0.19% (n = 320,000); also: potency is read from the fitted curve at half-maximal effect; % of control where 0% means no effect; nearly all actives have a fitted effect of over 45% in size
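ATM-like activity read as KAP-1 phosphorylation via AlphaLISA donor/acceptor antibody pairs after lysis and 6 hr at 25C. Cells were ATM-null patient fibroblasts ([…], hTERT), dosed 60 min, then exposed to the DSB inducer NCS for 30 min.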
KCNH2 3.1 block = inhibitors of human KCNH2 3.1 potassium channel isoform; U2OS KCNH2 3.1, thallium flux FluxOr; stronger effect = lower value; activity change, % (tested at about 1.8 µM); actives 0.95% (n = 340,000); AID 720553;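 active = maximum activity change below -70%; inconclusive = maximum activity change from -70% to -50%; inactive = maximum activity change above -50%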;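 also: thallium influx rate constant from kinetic fluorescence after stimulation buffer; % is scaled to controls: 0 for no effect and ±100 for the full control effect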
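We transduce U2OS cells with the mutant 3.1 virus, culture them overnight, load FluxOr with Red40 quencher for 45 min, then add stimulation buffer and read kinetically for 2 min to derive a normalized rate constant.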
S-ASM inh = inhibitors of human secretory acid sphingomyelinase. AID 504937. actives 0.006% (n = 340,000). Potency, µM (top dose mostly 57.5 µM), inactives show top-dose activity change, negative = inhibition, hits mostly inhibitors. placental ASM, HMU-PC fluorogenic substrate, 60 min. P17405; also: potency is read from the fitted curve at half-maximal effect
Target sequence (P17405 47-631 limits assumed): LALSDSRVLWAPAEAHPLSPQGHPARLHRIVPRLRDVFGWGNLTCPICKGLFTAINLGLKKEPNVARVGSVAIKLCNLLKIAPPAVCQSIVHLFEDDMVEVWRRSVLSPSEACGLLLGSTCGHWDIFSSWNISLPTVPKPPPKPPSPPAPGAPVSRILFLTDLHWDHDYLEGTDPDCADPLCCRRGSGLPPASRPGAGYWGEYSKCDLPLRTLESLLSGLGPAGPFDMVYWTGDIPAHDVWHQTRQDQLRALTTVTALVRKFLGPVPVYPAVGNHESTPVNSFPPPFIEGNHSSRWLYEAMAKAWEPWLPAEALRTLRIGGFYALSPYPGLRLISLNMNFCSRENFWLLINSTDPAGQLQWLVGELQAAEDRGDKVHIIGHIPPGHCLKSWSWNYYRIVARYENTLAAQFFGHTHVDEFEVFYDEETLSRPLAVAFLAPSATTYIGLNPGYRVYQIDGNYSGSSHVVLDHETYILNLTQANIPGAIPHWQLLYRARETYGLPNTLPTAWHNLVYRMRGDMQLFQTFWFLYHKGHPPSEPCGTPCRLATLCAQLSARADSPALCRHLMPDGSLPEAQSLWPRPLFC
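Fluorogenic HMU-PC substrate (9 uM final) is turned over by placental ASM in 60 min at 37 C after a 10 min compound preincubation. Reaction ended by alkaline stop (pH 10), with fluorescence read at 386/447 nm.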
Coupling enz = coupling enzyme interference in Giardia aldolase counter-screen; coupling enzyme system counterscreen, AmpLite Red fluorescence; activity change, negative = inhibition, % at 58.2 µM, hits read low; actives 0.67% (n = 290,000); AID 2472; in the data active = activity change below about -30%; also: % is scaled to controls: 0 for no effect and ±100 for the full control effect
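Coupling enzymes only (glyceraldehyde-3-phosphate) + compound, at 57.5 uM final, 10 min RT; add substrate/coupling/AmpLite Red mix, 20 min RT; fluorescence ex 525/em 598 nm. Actives flag coupling-system interference.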
CXXC DNA block = blocks binding of human MLL CXXC domain to DNA; actives 0.037% (n = 290,000); Q03164; Potency, µM (highest dose often 115 µM), for inactives: at the highest dose activity change, negative = inhibition, actives largely listed as inhibitors; MLL-CXXC / FITC-HOXA9 DNA fluorescence polarization; active = well fitted inhibition curve with a large enough effect in the polarisation, with a control signal flat, not every such curve was filed as active; inconclusive = small, poorly fitted or top-dose-only effect, or effect the other way, or a change in a side signal; inactive = no such curve, though single readings can be large or run the other way; the % refers to the polarisation; also: potency is read from the fitted curve at half-maximal effect
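Steps: dispense CXXC domain solution (7 uM) → pin compounds or unlabeled HOX-A9 DNA control → 5 min ambient → add FLSN-HOX-A9 solution (50 nM) → spin → 30 min ambient → fluorescence polarization. Tris pH 7.5/NaCl/DTT/BSA buffer.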
The depositor's hits bear a star; ? = inconclusive; · = no result given; [ ] = another dose, or the depositor's remark. Unless noted, calls follow the shape of the dose curve; as a rule, active = well fitted curve in the direction sought with a large enough effect; inconclusive = small, poorly fitted or top-dose-only effect, or another doubt; inactive = no such curve, though single readings can be large; an effect the other way counts as inactive or inconclusive.

SMILES	TRPV1 ag	GALK inhibitor	MBNL1-CUG inh	hERG WT inh	a7 integrin act	A-T KAP1 phos	KCNH2 3.1 block	S-ASM inh	Coupling enz	CXXC DNA block
CCN(CC)S(=O)(=O)c1ccc(OC)c(NC(=O)CSc2cc(Cl)ccc2Cl)c1	0	0%	-2%	2	-30%	1%	-18	-10%	0	-2%
COc1ccc(Br)cc1C(=O)N/N=C/c1ccc2c(c1)n(C)c(=O)n2C	-10	2%	·	5	-7%	-2%	-10	309%	3	-4%
COc1ccccc1C(=O)NCCNc1nc2cc(C)cc(C)c2cc1C#N	12	4%	27%	12	-7%	7%	8	474%[activator]	-1	-2%
O=C(c1cc2cc(Br)ccc2oc1=O)N1CCCC1	1	-2%	4%	8	-3%	3%	-9	-1%	-3	-24%
CCn1ncc(Br)c1C(=O)Nc1ccc2c(c1)OCCO2	3	7%	-9%	3	?	-6%	-3	4%	-3	10%
C=CCn1c(NC(=O)c2ccco2)c(S(=O)(=O)c2ccccc2)c2nc3ccccc3nc21	0	3%	28%	·	·	8%	·	·	-29	-3%
CCOC(=O)/C(=C/Nc1ccc(F)c(F)c1)[N+](=O)[O-]	-1	1%	-14%	-4	44%	-11%	11	-2%	-1	-3%
CCCCn1nc2cc(C(=O)NCc3ccccc3OC)ccc2c1OCC	4	0%	4%	-8	9%	-3%	27	10%	-1	8%
CC(C)CCN1CCN(Cc2cccs2)CC1CCO (stereo not given)	1	-2%	-5%	-23	21%	-3%	14	4%	3	-19%
COc1ccc(N2CCc3c(C)nc(SC)nc32)cc1	17	6%	-7%	2	8%	-1%	14	-2%	-5	11%
O=C(NCc1cccs1)c1noc2c1CCCCC2	17	3%	-4%	-30	-6%	2%	18	2%	3	10%
COc1cnn(-c2ccc(C)cc2)c(=O)c1SCc1ccccc1	-1	-1%	?	-8	?	0%	-9	4%	3	-13%
CCCNC(=O)/C(C#N)=C1\N=C(NC(=O)c2ccco2)c2ccccc21	2	-2%	?	-8	4%	11%	-13	-7%	·	?
COc1ccc(Br)cc1C(=O)CCC(=O)OCC(=O)Nc1cc(C(N)=O)cc(C(N)=O)c1	0	·	·	-3	14%	1%	-19	2%	·	·
COc1ccc(CCN2C(=O)CC(C(N)=O)SC2=Nc2ccccc2)cc1OC (stereo not given)	1	0%	-12%	-1	-23%	-4%	-6	0%	-2	1%
COc1cc(SC)ccc1C(=O)OCC(=O)NCC(C)C	1	1%	-1%	5	0%	6%	3	4%	0	4%
Cn1c(-c2ccc(F)cc2)cnc1NCc1ccc(F)cc1F	2	·	4%	-10	?	5%	-6	-4%	-2	23%
CCc1nnc(NC(=O)CSc2nc(SC)ns2)s1	-2	10%	·	-4	7%	-6%	-4	-5%	0	8%
Cc1noc(C)c1C(=O)OC(C)C(=O)Nc1ccc(S(=O)(=O)NC(C)C)cc1 (stereo not given)	0	-3%	-6%	-1	29%	-6%	-13	-3%	1	7%
Cc1ccc(-n2cc3ccc([N+](=O)[O-])cc3n2)cc1	2	-2%	?	-2	-44%	6%	-3	-3%	-4	-3%
Cc1cc(NC(=O)CSc2nnc(C)n2-c2ccccc2)no1	1	15%	-2%	2	24%	-4%	6	3%	4	6%
Nc1cc(-c2ccc(OC(F)(F)F)cc2)nn1-c1ccc(Cl)c(Cl)c1	3	·	-18%	-1	0%	-3%	7	?	-6	-17%
COc1ccccc1NC(=S)N1CC(C)OC(C)C1 (stereo not given)	-4	-1%	-6%	·	11%	3%	19	2%	2	18%
Cc1nn(C)c(C(=O)NNC(=S)Nc2ccc(F)cc2)c1[N+](=O)[O-]	1	0%	-4%	-1	15%	3%	8	-3%	1	-21%
NNC(=O)c1csc(-c2cccc(C(F)(F)F)c2)n1	?	1%	·	-2	16%	0%	8	-1%	-1	-2%
O=C(c1ccc(S(=O)(=O)NCc2ccco2)cc1)N1CCN(Cc2ccccc2)CC1	1	-1%	0%	16	-2%	-4%	-3	2%	0	14%
CC(C)C(=O)NC(NC(=O)C(C)C)c1ccc([N+](=O)[O-])cc1	-3	1%	3%	-18	18%	1%	5	0%	2	4%
CCN1C(=O)c2ccc(C(=O)Nc3ncc(C)s3)cc2C1=O	0	5%	?	1	3%	-1%	4	-1%	1	-6%
Cc1c(Cl)cnc(NC(=O)CSc2n[nH]c(N)n2)c1Cl	0	·	·	6	-15%	-5%	13	0%	·	·
Cc1ccc(NC(=O)Nc2ccc(F)cc2)nc1	6	-1%	-1%	-1	5%	0%	-11	2%	0	-3%
Cc1cc(C)c(CN2CCC(n3nccc3NC(=O)C3CCCC3)CC2)cc1C	1	2%	2%	3	-30%	3%	-8	1%	·	10%
O=C(NCCOc1ccc(F)cc1)C1CCC(=O)N(CCCN2CCOCC2)C1 (stereo not given)	-1	-2%	-2%	-9	-17%	2%	-1	-1%	·	5%
COc1ccc(CN(Cc2cccnc2)C(=S)NCCc2ccccc2)cc1OC	-2	0%	-2%	-1	-2%	6%	-12	0%	-4	-2%
Cc1ccc(Cn2c(SCc3cccnc3)nc3c2c(=O)n(C)c(=O)n3C)cc1	-4	0%	-2%	1	25%	5%	0	-1%	-1	9%
O=C(Nc1ccc(C(=O)N2CCCCC2)cc1)C1CC1	·	·	·	-2	21%	·	-5	4%	·	·
COc1cc(/C=C/C(=O)OCC(=O)c2c[nH]c3ccccc23)ccc1OC(F)F	0	-1%	-5%	12	-24%	-1%	-11	-20%	0	1%
CC(C)(C)S(=O)N1Cc2cc(=O)n(Cc3ccccc3)cc2[C@@H]1CCO (stereo not given in full)	·	·	·	-4	8%	·	-3	8%	·	·
CC(C)C(OC(=O)CN1C(=O)COc2ccccc21)C(=O)NC1CCCCC1 (stereo not given)	5	-3%	5%	-11	22%	1%	-12	5%	-1	25%
C/C(=C\c1ccccc1)C(=O)NC1CCSC1=O (stereo not given)	14	3%	-9%	4	4%	-6%	2	4%	3	-1%
O=C(COc1ccc2ccccc2c1)NCCn1ccc2ccccc21	-1	1%	1%	-8	-8%	13%	2	-16%	2	2%
CC(C)CC(=O)N1CCC(N(CCc2ccccc2)Cc2ccccc2)CC1	?	-7%	-11%	30	-7%	3%	-29	1%	0	-1%
O=C(CCn1c(=O)[nH]c2ccccc2c1=O)Nc1ccccc1	-1	3%	5%	-7	29%	-4%	-18	-2%	1	-4%
Cn1cnnc1SCC(=O)Nc1cc(C(F)(F)F)ccc1N1CCOCC1	2	3%	-8%	-5	11%	1%	-18	4%	3	-6%
COc1cc2ncnc(NCc3cc(F)ccc3F)c2cc1OC	-1	0%	-3%	-12	-14%	-7%	2	0%	0	0%
CC1CCCC(C)N1CCNC(=O)C1CCN(S(=O)(=O)N2CCCCC2)CC1 (stereo not given)	-2	-3%	-5%	7	-25%	-5%	1	6%	2	11%
NS(=O)(=O)c1ccc(NN=C2CCN(Cc3ccccc3)CC2)c([N+](=O)[O-])c1	-2	9%	?	20	-29%	-4%	12	-3%	0	4%
CCOC(=O)N1CCN(CC(O)COCc2cc(OC)c(OC)c(OC)c2)CC1 (stereo not given)	-2	2%	-6%	0	11%	-3%	17	4%	5	16%
O=C(C1CC1)N1CCc2cc(S(=O)(=O)N(CCO)Cc3ccccc3)ccc21	3	1%	?	2	24%	-4%	-15	2%	7	-2%
CC1CCC(NC(=O)COC(=O)c2n[nH]c(=O)c3ccccc23)CC1 (stereo not given)	2	·	·	25	1%	0%	-16	-1%	·	·
CCN(CC)CCOC(=O)C1c2ccccc2Oc2ccccc21	2	3%	-9%	0	-7%	5%	-16	-2%	-1	1%
COc1ccc(OCCn2c(=O)sc3ccccc32)cc1	1	9%	1%	0	-2%	2%	6	-5%	0	13%
Cc1ccc(-c2nn3nnnc3c3ccccc23)cc1	2	1%	-1%	4	-6%	8%	0	-2%	2	0%
O=C(N/N=C/c1c(O)n(Cc2ccco2)c(=O)[nH]c1=O)c1ccccc1	?	5%	-3%	-2	-25%	-1%	5	15%	1	10%
